Compound activity: PubChem BioAssay, The Scripps Research Institute Molecular Screening Center
M1 ag – activates human CHRM1 receptor. activation, % at 3 µM. AID 588814. hit rate 0.33% among 360,000. P11229. CHO-K1 hM1, Fluo-8 calcium fluorescence, agonist mode; 0% DMSO, 100% acetylcholine EC100;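 active = activation above the run's mean compound activation plus 3 SD, cut at about 16% in these data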;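 also: peak over basal fluorescence ratio within a 140 s kinetic read after compound addition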
V1R ag counter – activates human V1a receptor in oxytocin agonist counter-screen. P37288. CHO-V1R cells, Fluo-8 calcium fluorescence, agonist mode; 0% DMSO, 100% 3 nM vasopressin. activation, % at 3 µM. hit rate 0.25% among 320,000. AID 2797;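 active = activation above the mean activation of all tested compounds plus 3 SD, per screening run, cut at about 20% in these data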;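 also: signal is peak over basal fluorescence ratio across a 100 second FLIPR read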
M1 PAM parental – nonselective activator or artifact in parental CHO-K1 calcium assay; ATP EC20, Fluo-8 calcium fluorescence; 0% at ATP EC20, 100% at ATP max; activation, % at 3 µM; hit rate 0.02% among 360,000; AID 602247;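 active = activation above the run cutoff, the mean activation of all test compounds plus 3 SD, cut at about 40% in these data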;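 also: peak over basal fluorescence ratio in a 140 s read after ATP addition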
CHO-K1 Ca antag – counter-screen for M1 antagonists: effect in parental CHO-K1 cells; inhibition, % at 3 µM; ATP-induced calcium, Fluo-8 fluorescence; AID 602250; hit rate 0.6% among 360,000;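 active = inhibition above a per-plate cutoff, the plate's mean sample inhibition plus 3 SD, cut at about 24% in these data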;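 also: 0% = DMSO plus EC80 ATP and 100% = DMSO alone without ATP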
TAAR1 agonist – human TAAR1 agonism | Q96RJ0 | CHO RD-HGA16 TAAR1, Fluo-8 calcium fluorescence; vehicle wells 0%, saturating PEA agonist 100% | activation, % at 3 µM | hit rate 0.99% among 360,000;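 active = activation above the mean activation of all test compounds in the run plus 3 SD, cut at about 38% in these data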
Target sequence (Q96RJ0 whole entry, looked up): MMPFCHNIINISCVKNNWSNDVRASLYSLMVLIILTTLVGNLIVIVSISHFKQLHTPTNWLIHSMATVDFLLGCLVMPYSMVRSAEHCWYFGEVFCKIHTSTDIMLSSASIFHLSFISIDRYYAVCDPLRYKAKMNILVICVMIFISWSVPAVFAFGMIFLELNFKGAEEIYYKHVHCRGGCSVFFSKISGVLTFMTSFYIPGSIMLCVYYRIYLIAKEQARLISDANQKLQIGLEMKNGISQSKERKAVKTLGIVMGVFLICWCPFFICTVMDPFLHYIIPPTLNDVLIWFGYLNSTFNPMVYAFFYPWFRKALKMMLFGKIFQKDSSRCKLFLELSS
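Test system: RD-HGA16 (CHO) cells co-expressing Gα16 and hTAAR1 / Benchmarks: DMSO vehicle as 0%, PEA at EC100 as 100% / Repeats: no replicates (n 1) / Measure: % activation from peak over basal fluorescence ratio, DMSO-to-PEA scaled / Timing: 17-24 h plating, Fluo-8 75 min 37 °C, 30 min RT / Technique: kinetic Fluo-8 calcium fluorescence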
TAAR1 antag – human TAAR1 antagonism; Q96RJ0; CHO RD-HGA16 TAAR1, Fluo-8 calcium fluorescence, antagonist; inhibition, % at 3 µM; hit rate 1.5% among 360,000; AID 624466;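 active = inhibition above a per-plate cutoff, the mean inhibition of test compounds on that plate plus 3 SD, cut at about 49% in these data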;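 also: 0% = DMSO plus EC80 beta-PEA response and 100% = DMSO alone without agonist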
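test system = CHO RD-HGA16 cells bearing hTAAR1 | replication = singlicate | controls = DMSO-only wells and EC80 β-PEA-stimulated wells | reagent = EC80 β-phenethylamine stimulus | read-out basis = percent inhibition of PEA-evoked calcium signal, max/basal emission ratio | schedule = seeding 17-24 h prior, 75-min 37 °C, 30-min RT dye loading | signal = kinetic Fluo-8 calcium fluorescence measurement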
CHO-K1 Ca ag – nonselective activator or artifact in parental CHO-K1 cells; Fluo-8 calcium fluorescence; scaled to maximal ATP response, vehicle zero; activation, % at 3 µM; hit rate 0.48% among 360,000; AID 602248; in the data active = activation above about 15%;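 also: untransfected CHO-K1 host cells lacking M1 receptor as counterscreen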
CHO parental Ca – signal in parental CHO cells, OX1R antagonist counter-screen; parental CHO-K1, ATP-induced calcium, Fluo-8 fluorescence; inhibition, % at 5.6 µM; hit rate 0.63% among 330,000; AID 463079;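 active = inhibition above that plate's mean sample inhibition plus 3 SD, cut at about 26% in these data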;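 also: 0% = ATP-challenged DMSO wells and 100% = DMSO wells without ATP; some compounds past the cut are filed as inactive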
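Test system: untransfected parental CHO cell line. Compound: one dose, 5.6 µM nominal. Detection: intracellular calcium via Fluo-8 no-wash fluorescent dye. Measure: % inhibition. Benchmarks: ATP-challenged DMSO wells low, unchallenged DMSO wells high.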
OXTR potentiator – potentiators of human oxytocin receptor; activation, % at 3 µM; CHO-OTR cells, Fluo-8 calcium fluorescence, potentiator mode; 0% = oxytocin EC15, 100% = EC100; P30559; hit rate 0.061% among 320,000;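 active = activation above that plate's cutoff, the mean activation of tested compounds plus 3 SD, cut at about 6.6% in these data, passing the limit was not always enough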;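 also: 100% uses oxytocin at 75 nM as the full agonist control; some results filed as inactive read as strong as hits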
Target sequence (P30559 whole entry, looked up): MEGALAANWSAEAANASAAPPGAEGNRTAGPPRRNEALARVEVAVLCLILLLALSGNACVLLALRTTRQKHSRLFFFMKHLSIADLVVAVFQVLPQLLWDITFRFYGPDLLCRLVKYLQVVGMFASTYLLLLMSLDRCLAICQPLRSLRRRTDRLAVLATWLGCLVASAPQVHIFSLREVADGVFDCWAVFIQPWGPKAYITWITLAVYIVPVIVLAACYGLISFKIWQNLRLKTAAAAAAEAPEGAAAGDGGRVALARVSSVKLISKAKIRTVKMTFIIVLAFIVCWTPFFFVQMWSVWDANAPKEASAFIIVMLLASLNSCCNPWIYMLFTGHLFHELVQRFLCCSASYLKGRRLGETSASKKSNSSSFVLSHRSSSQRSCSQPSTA
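Material: human OTR in CHO cells. Compound: 3.0 µM, one dose. Timing: compound 6 min at room temperature before oxytocin, 100 s read. Evaluation: % activation of max/min ratio relative to oxytocin controls. Replication: single well per compound, singlicate. Signal: Fluo-8 calcium dye fluorescence.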
The depositor's hits bear a star; / = not tested or not shown.

SMILES	M1 ag	V1R ag counter	M1 PAM parental	CHO-K1 Ca antag	TAAR1 agonist	TAAR1 antag	CHO-K1 Ca ag	CHO parental Ca	OXTR potentiator
Cc1ccc([N+](=O)[O-])cc1NC(=O)CN1CCCCC1	-3	0.0	-3	-12	12	4	-0.1	-10	2
CC1(C)CC[C@]2(C(=O)O)[C@H](O)C[C@]3(C)C(=CCC4[C@@]5(C)C[C@H](O)[C@H](O)[C@@](C)(CO)C5CC[C@]43C)[C@@H]2C1 (some centres undefined)	-4	0.8	16	1	1	-22	0.8	74*	0
Cc1ccc(S(=O)(=O)N2CCN(c3ccc4nnc(-c5ccccc5)n4n3)CC2)cc1	-3	/	16	-3	1	-31	-0.1	/	/
Cn1c(N)c(S(=O)(=O)N2CCCC2)c(=O)n(C)c1=O	-1	-0.4	16	4	1	-8	0.9	-1	-9
CCc1nc(SCC(=O)N2CCN(c3ccccc3)CC2)c2oc3ccccc3c2n1	-2	1.0	-17	10	13	53*	1.0	-36	-10
CSc1ccccc1NC(=O)COC(=O)/C=C/c1ccco1	-6	-0.1	-2	-4	/	/	-0.8	-15	0
Oc1c(Br)cc(Br)cc1C=NCc1ccc(F)cc1	-4	0.5	19	-14	5	52*	1.2	-8	-4
Cc1ccc(-n2c(C)c3c(C)nnc(C)c3c2C)cc1C	-4	0.0	21	-13	10	2	-0.4	-15	-5
CCCCOC(=O)c1nc(Cl)c(Cl)c(N)c1Cl	-6	0.7	11	-4	3	-14	-0.6	-21	-9
CC(=O)Nc1ccc(OCC(O)CN2CCN(c3ccc(C)c(Cl)c3)CC2)cc1 (centres undefined)	-6	9.4	16	-5	12	-17	6.0	-18	-9
Cc1c(Br)cccc1NC(=O)C1(C)CCN1Cc1ccc(OC(C)C)cc1 (centres undefined)	-6	/	8	-9	3	-17	0.0	/	/
Cc1nn(C(=O)N2CCOCC2)c(C)c1C	-1	1.7	17	-7	16	-11	0.3	-1	1
Cc1cc(Br)ccc1NC(=O)CN(C)C(=O)CCSc1ccc(F)cc1	-2	2.5	5	-2	-1	-4	0.4	-6	-10
CN(CC(=O)Nc1ccccc1Cl)C(=O)C1CCN(C(=O)c2ccc(Cl)cc2)CC1	-2	1.6	12	1	1	-18	0.7	-18	0
Cc1ccccc1OCCCC(=O)Nc1ccc(S(=O)(=O)Nc2onc(C)c2C)cc1	-7	0.8	15	-10	0	-28	-0.2	-1	-6
CC(C)C(NC(=O)C(C)N1C(=O)c2ccccc2C1=O)c1ccccc1 (centres undefined)	-2	0.4	-14	-1	-1	-5	0.1	-8	-14
Cc1ccc(NS(=O)(=O)c2ccc(OCC(=O)N3CCOCC3)cc2)cc1	3	4.2	-7	-12	15	13	3.6	-6	-8
COc1ccccc1-c1nnc(SC(C)C(=O)N2CCOCC2)o1 (centres undefined)	-3	0.9	-10	-8	1	-10	0.5	-18	-3
CN1CCN(NC(=S)Nc2ccc(Oc3ccccc3)cc2)CC1	-7	4.3	23	-4	4	-7	3.3	-3	-14
Cc1ccc2c(c1)N(CC(=O)O)C(=O)CO2	-2	0.8	11	-11	6	5	0.5	-10	2
Cc1nn(-c2ccccc2)c(C)c1/C=N/n1c(-c2ccccc2Br)n[nH]c1=S	-7	-1.2	-10	-1	-3	-2	-0.2	-14	-8
COC(C)(C)[C@@H](O)COc1c2ccoc2cc2oc(=O)ccc12	-1	0.7	13	-10	13	3	1.0	-9	-3
CC(=O)Nc1ccc(NC(=O)c2cc(-c3cc(C)cc(C)c3O)n[nH]2)cc1	-3	0.5	-17	0	4	20	0.7	5	-18
CN(C)c1ccc(C(=O)Nc2cc(C(F)(F)F)ccc2-n2cncn2)cc1	-4	-1.4	15	-13	1	-3	0.1	-12	-4
O=C(CCCc1ccccc1)NCCc1ccccc1	-3	-0.4	6	-3	4	-3	0.3	-10	4

Remaining list, next part:
SMILES	M1 ag	V1R ag counter	M1 PAM parental	CHO-K1 Ca antag	TAAR1 agonist	TAAR1 antag	CHO-K1 Ca ag	CHO parental Ca	OXTR potentiator
Cc1cc(OCc2ccccc2)ccc1/C(O)=C1/C(=O)C(=O)N(Cc2cccnc2)C1c1ccncc1 (centres undefined)	-2	0.8	3	-3	0	-17	-0.4	-12	-9
CN(C)S(=O)(=O)c1ccc(N2CCCC2)c(C(=O)Nc2ccccc2)c1	-6	0.0	10	-14	1	-5	2.4	-4	1
CCOc1ccc(N2C(=O)CC(N(CCc3ccc(OC)c(OC)c3)C(=O)/C=C/C(=O)O)C2=O)cc1 (centres undefined)	-3	1.1	-2	-7	2	-24	-0.1	-7	2
Cc1nnc(SC/C=C/c2ccccc2)n(N)c1=O	-2	1.1	-10	-10	1	9	1.4	-6	4
C=C(C)COc1ccc(-c2nc(N)ncc2-c2ccc(Br)cc2)c(O)c1	-6	0.4	21	-20	-1	-28	-0.1	-24	-10
Nc1c(C(=O)O)sc2nc(-c3ccccc3)cc(-c3ccc(Cl)cc3)c12	0	-0.1	-5	0	-1	11	0.7	4	-9
CC1(C(=O)N2CCN(C(=O)c3ccco3)CC2)CC1(Br)Br (centres undefined)	-1	0.1	3	-3	6	-27	1.8	1	-3
CN1C(=O)C(c2nnc(Nc3cccc4ccccc34)s2)C2CC1(C)Oc1ccccc12 (centres undefined)	6	4.0	22	-12	8	4	2.5	-12	-3
CN(C)c1ccc(S(=O)(=O)NCC(=O)OCC(=O)NC(=O)C2CCCCC2)cc1[N+](=O)[O-]	0	0.7	16	-12	1	-18	0.4	-8	4
Cc1ccc(S(=O)(=O)N2CCC(C(=O)NCC3CC3)CC2)cc1	-4	0.0	-8	-21	1	0	0.0	-16	1
CC(C)CCNC(=O)C(C)N(C(=O)c1snc(C(N)=O)c1N)c1cnc2ccccc2c1 (centres undefined)	-5	-1.1	25	-12	3	-8	-0.3	-16	-3
COc1ccc(NS(=O)(=O)c2ccc3c(c2)oc(=O)n3C)cc1Cl	5	7.9	2	1	4	18	6.5	1	-9
CC1=C(C(=O)N2CCCCCC2)CC(CC(=O)NC2CC2)C(=O)N1Cc1ccccc1 (centres undefined)	-4	/	20	10	5	-8	0.2	/	/
COc1ccccc1CNC(=O)C1(C)CCN1Cc1ccc2ccccc2c1 (centres undefined)	-7	/	9	-9	1	18	1.4	/	/
NC(=O)c1ccc(Cn2c(C(=O)c3ccc(Cl)cc3)c3ccccc3[n+]2[O-])cc1	0	-0.1	20	-18	10	4	0.9	-7	1
CC(=O)c1ccc(NC(=O)C(C)N(C)CC(=O)Nc2ccccc2Cl)cc1 (centres undefined)	-7	1.8	18	-2	4	5	1.8	-10	-8
CN(Cc1ccc(F)cc1)C(=O)c1cccc(OC2CCN(C3CCCC3)CC2)c1	-4	1.1	11	-11	-1	-9	0.5	-29	-10
Cc1ccc(CC(=O)NCCS(=O)c2ccc(Cl)cc2)cc1 (centres undefined)	3	0.1	-5	19	5	-23	-0.2	-9	0
COc1ccc(OC)c(/C=C2\SC(N3CCCCC3)=NC2=O)c1	-3	-1.2	-4	-3	0	-16	-0.1	-10	-6
COc1ccc(/C(C)=N/NC(=O)CNC(=O)Cc2ccccc2)c(OC)c1	-3	-1.3	4	-6	3	-27	1.9	-2	-9
Cc1ccc(S(=O)(=O)CC(=O)c2ccc(C(C)(C)C)cc2)cc1	-3	0.9	2	0	3	13	0.0	4	-15
COc1ccc(/C=C(\CC(=O)O)c2nc3ccccc3s2)cc1O	-2	-0.3	19	-14	2	-8	0.4	-8	-16
O=C(COc1ccccc1)N1N=C(c2cccnc2)CC1(O)C(F)(F)F (centres undefined)	-3	1.5	0	6	1	-1	0.4	-9	-5
CC(OC(=O)CNS(=O)(=O)c1ccc(C#N)cc1)C(=O)Nc1ccc(Cl)cn1 (centres undefined)	-3	-1.4	-8	-1	1	-3	1.1	2	-12
CC(=O)Nc1ccc(S(=O)(=O)Nc2cccc(-c3cn4c(n3)SCC4)c2)cc1	-5	-0.8	20	-1	0	2	0.1	-1	-14

Look-ups from above:
Reading of COc1ccccc1CNC(=O)C1(C)CCN1Cc1ccc2ccccc2c1 (centres undefined) under TAAR1 antag: 18
Reading of CSc1ccccc1NC(=O)COC(=O)/C=C/c1ccco1 under CHO-K1 Ca ag: -0.8
Reading of CCc1nc(SCC(=O)N2CCN(c3ccccc3)CC2)c2oc3ccccc3c2n1 under TAAR1 agonist: 13

Further entries:
SMILES	M1 ag	V1R ag counter	M1 PAM parental	CHO-K1 Ca antag	TAAR1 agonist	TAAR1 antag	CHO-K1 Ca ag	CHO parental Ca	OXTR potentiator
CN(CC(=O)Nc1cccnc1)S(=O)(=O)c1ccc(Br)cc1	-1	-0.4	-11	2	0	-11	0.8	9	-8
CN(C)c1ccc(N=Nc2ccccc2C(=O)OCC(=O)NCC2CCCCC2)cc1	-12	-1.3	29	-15	1	2	-0.7	21	-6
Cn1c(=N)n(CC(=O)c2ccc(Br)cc2)c2ccccc21	-7	1.1	12	-10	18	-23	0.5	-13	-3
Cc1cc(C(=O)N/N=C/c2ccccc2Br)no1	-3	-0.7	9	-2	-1	8	-0.1	5	2
CCCCn1nnnc1C(c1ccccc1)N1CCN(CC)CC1 (centres undefined)	/	/	16	-12	1	17	-0.2	/	/
CCOc1ccc(CCNC(=O)CN(C)S(=O)(=O)c2cccc3nsnc23)cc1OCC	-3	0.6	24	-10	9	0	1.6	-25	-6
Cc1ccc(S(=O)(=O)NCCC(=O)OC(C)C(=O)NC2CC2)cc1 (centres undefined)	-3	/	6	-3	3	-24	0.3	/	/
CCNC(=S)N1CCN(c2nc(-c3cccc(OC)c3)cs2)CC1	3	7.0	4	1	11	48	2.6	11	-12
O=C(NCc1ccccn1)c1ccc(N2CCCC2)c([N+](=O)[O-])c1	-9	0.4	27	-2	-1	11	1.7	-7	-4
CC(=O)Oc1ccc2c(c1)C(=O)c1ccccc1C2=O	-2	0.7	2	-11	2	-23	1.5	-2	-5
NC(=O)c1ccc[n+](Cc2ccc(-c3ccccc3)cc2)c1	-7	0.2	10	2	0	10	5.4	4	-5
O=C(Nc1ccc(N2CCOCC2)cc1)c1cc(-n2cnnc2)ccc1Cl	-1	0.7	9	-5	4	-11	1.0	-4	0

2 compounds drawn at random from the list so far, as already listed:
SMILES	M1 ag	V1R ag counter	M1 PAM parental	CHO-K1 Ca antag	TAAR1 agonist	TAAR1 antag	CHO-K1 Ca ag	CHO parental Ca	OXTR potentiator
CC(=O)Oc1ccc2c(c1)C(=O)c1ccccc1C2=O	-2	0.7	2	-11	2	-23	1.5	-2	-5
O=C(Nc1ccc(N2CCOCC2)cc1)c1cc(-n2cnnc2)ccc1Cl	-1	0.7	9	-5	4	-11	1.0	-4	0
